Compound activity deposited in PubChem BioAssay by several laboratories.
FLuc stim CS: firefly luciferase counter-screen for stimulation assays | P08659 | ATPlite luciferase biochemical, luminescence, 10 min; 0 = ATP-free wells, 1 = DMSO control | activation factor at 10 µM | 200,000 tested, under 10 active | AID 1027;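 active means luciferase activation factor, scaled between plate controls, of at least 2 with compound at 10 µM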
Target sequence (P08659 whole entry, looked up): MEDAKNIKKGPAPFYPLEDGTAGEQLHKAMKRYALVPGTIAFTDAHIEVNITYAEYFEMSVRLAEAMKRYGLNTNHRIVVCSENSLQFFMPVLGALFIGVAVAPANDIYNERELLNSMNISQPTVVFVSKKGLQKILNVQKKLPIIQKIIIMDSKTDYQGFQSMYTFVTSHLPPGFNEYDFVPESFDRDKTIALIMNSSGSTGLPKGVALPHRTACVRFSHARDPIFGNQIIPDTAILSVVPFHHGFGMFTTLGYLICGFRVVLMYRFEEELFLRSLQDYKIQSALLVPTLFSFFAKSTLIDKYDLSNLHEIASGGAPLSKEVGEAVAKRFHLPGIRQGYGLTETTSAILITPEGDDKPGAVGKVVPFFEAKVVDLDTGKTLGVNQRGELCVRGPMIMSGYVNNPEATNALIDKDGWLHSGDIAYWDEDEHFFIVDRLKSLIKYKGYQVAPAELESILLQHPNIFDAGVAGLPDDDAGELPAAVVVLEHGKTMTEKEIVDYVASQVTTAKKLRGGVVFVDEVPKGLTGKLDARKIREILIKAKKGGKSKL
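Material: Luciferase/luciferin reagent mix; Doses: test compounds dosed from 2 mM stocks in 100% DMSO; Schedule: 10 min incubation after luciferase reagent addition, room temperature; Measured by: luminescence from luciferase reaction; Read-out: luminescence gain marking luciferase activators.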
STAT3 blocker: inhibitors of IL-6 induced STAT3 signaling | U3A cells, IL-6 STAT3-luciferase reporter, luminescence; host cell line lacks STAT1 | inhibition, % at 5.5 µM | 190,000 compounds, 0.89% hits;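 active means inhibition above the mean inhibition across all screened compounds plus 3 SD, cut at about 44% in these data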;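 further: 0% = DMSO only wells and 100% = 100 µM nifuroxazide control wells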
FLuc inhib CS: Photinus pyralis luciferase inhibition counter-screen. AID 1006. 200,000 compounds, 1.5% hits. inhibition, % at 10 µM. P08659. ATPLite firefly luciferase biochemical luminescence, 10 min;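 active means inhibition above about 50% when tested at 10 µM, limit read from the data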
STAT1 inh: reduces IFN-gamma driven STAT1 reporter signal | inhibition, % at 5.5 µM | NIH 3T3 STAT1-luciferase reporter, luminescence | 200,000 compounds, 0.35% hits;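 active means inhibition above a set limit, the mean inhibition across all tested compounds plus 3 SD, cut at about 34% in these data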;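 further: 0% = IFN-gamma with DMSO and 100% = IFN-gamma with 300 µM nifuroxazide; values of inactives mirror those of a sister screen read the other way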
APP 5'UTR act: activates APP 5'UTR luciferase reporter | SH-SY5Y APP 5'UTR luciferase reporter, luminescence; zero percent = DMSO vehicle wells | activation, % at 2 µM | 190,000 compounds, 1% hits;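 active means activation above a set limit, based on mean plus 3 SD of controls, cut at about 140% in these data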; further: values of inactives mirror those of a sister screen read the other way
STAT3 act: activators of IL-6 induced STAT3 signaling | 190,000 compounds, 0.91% hits | U3A cells, IL-6 STAT3-luciferase reporter, luminescence; 100% = signal with IL-6 EC80 alone | activation (% of control), % at 5.6 µM | AID 871;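 active means activation above the screen-wide mean of compound activation plus 3 SD, cut at about 130% in these data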;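 further: 0% = background luminescence of wells with medium and substrate only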
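Test system: Human STAT1-deficient U3A cells with stable STAT3-luciferase reporter | Also added: Interleukin-6, 33 ng/mL | Timing: Compound pre-incubation 1 h before IL-6, then 6 h stimulation at 37 °C | Technique: Luciferase reporter luminescence | Read-out: Percent of IL-6-only median luminescence | Benchmarks: IL-6-only wells as 100% reference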
STAT1 act: STAT1 signaling activation; NIH 3T3 STAT1-luciferase reporter, IFN-gamma, luminescence; 100% = IFN-gamma alone, no compound; activation (% of control), % at 5.5 µM; 200,000 compounds, 2.6% hits; AID 932;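 active means activation above the screen-wide mean activation plus 3 SD, cut at about 130% in these data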;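 further: raw ratio to IFN-gamma control signal so 100% means no change and 0% no light; values of inactives mirror those of a sister screen read the other way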
ROMK primary: modulators of human ROMK potassium channel | P48048 | 130,000 compounds, 2% hits | B-score at 10 µM | Tet-inducible ROMK, thallium flux fluorescence; actives lie on both sides;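 active means signal ratio slope over the read window, or its plate-corrected B-score, at least 3 SD from the plate mean, either direction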;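 further: B-score of the F/F0 ratio slope over 7 to 12 s after thallium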
Target sequence (P48048 whole entry, looked up): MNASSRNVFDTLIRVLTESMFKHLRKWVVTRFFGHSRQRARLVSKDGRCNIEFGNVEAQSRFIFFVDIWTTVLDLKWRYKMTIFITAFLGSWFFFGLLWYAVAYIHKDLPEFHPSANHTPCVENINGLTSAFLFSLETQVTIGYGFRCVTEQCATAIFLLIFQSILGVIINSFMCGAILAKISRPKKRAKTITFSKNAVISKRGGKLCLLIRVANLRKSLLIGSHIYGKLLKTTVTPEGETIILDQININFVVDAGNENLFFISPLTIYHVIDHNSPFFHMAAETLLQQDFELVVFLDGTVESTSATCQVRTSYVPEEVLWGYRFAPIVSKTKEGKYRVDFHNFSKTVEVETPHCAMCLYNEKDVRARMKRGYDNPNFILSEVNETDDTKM
APP 5UTR inh: APP translation inhibition | inhibition, % at 2 µM | AID 1285 | 190,000 compounds, 0.82% hits | SH-SY5Y APP 5'UTR-luciferase reporter, luminescence;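 active means inhibition above a set limit, derived from the sample mean plus 3 SD, cut at about 45% in these data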; further: values of inactives mirror those of a sister screen read the other way
NF-kB expr up: raises NF-kB expression in human neuronal cells; NF-kB reporter expression; hits give high values; fold change at 12.5 µM; 190,000 compounds, 1.6% hits; in the data active means fold change above about 3.3
* marks the source's active call; other numbers are inactive results; · = no result given.

SMILES	FLuc stim CS	STAT3 blocker	FLuc inhib CS	STAT1 inh	APP 5'UTR act	STAT3 act	STAT1 act	ROMK primary	APP 5UTR inh	NF-kB expr up
Cc1cc(NC(=O)c2cc([N+](=O)[O-])cc([N+](=O)[O-])c2C)no1	1	6	0	4	19	96	95	-0.035	-19	1.1
O=C(c1cn(-c2ccccc2)nc1-c1ccncc1)n1nnc2ccccc21	·	-9	·	-11	-5	111	110	0.35	5	·
COc1ccc(N=Cc2oc3ccc4ccccc4c3c2O)cc1	0.7	-29	26	-29	57	134*	128	-3.5*	-58	2.3
Cc1ccccc1C(=O)Nc1nnc(SC(C)C)s1	1	14	5	-26	31	97	122	0.54	-31	1.5
COc1cccc(CNc2ccc(N3CCCCC3)cc2)c1OC	0.9	-14	6	-2	9	115	102	·	-9	0.83
Cc1cc(NC(=O)c2ccc3c(c2)C(=O)N(C2CCCCC2)C3=O)no1	1	9	-3	2	6	96	98	·	-6	1
O=C(O)CC(C(=O)NCc1ccccc1)C1CCCO1 (configuration not stated)	1.1	7	-6	2	19	100	97	0.021	4	1.2
CC1CCc2sc(C(=O)NCc3ccc(F)cc3)cc2C1 (configuration not stated)	1	7	0	-3	-1	92	103	-0.43	1	1.2
COc1ccc(C(C(=O)NC(C)(C)C)N(CC2CCCO2)C(=O)CCC(=O)Nc2cc(C)on2)cc1 (configuration not stated)	1.1	1	-8	-1	·	98	101	-0.68	·	1.1
CCCCP(=O)(CCCC)c1ccccc1C(=O)O	1	8	-1	4	-13	97	95	·	13	1.3
CCN1CCN(CCCN(Cc2ccco2)C(=S)Nc2ccc(Cl)cc2)CC1	1.1	26	-6	0	14	83	98	0.74	-14	1.1
COc1ccccc1Nc1nc(-c2sc(NC(=O)CC(C)C)nc2C)cs1	1	4	-4	-6	-3	100	106	·	3	1.1
CCc1nnc(NS(=O)(=O)c2ccc(N/C=C(\C=O)c3nc4cc(Cl)ccc4o3)cc2)s1	1.1	-52	-10	-3	4	149*	102	0.92	-4	1.2
COc1ccc(N=C2SC(C(=O)O)CC(=O)N2Cc2ccc(OC)c(OC)c2)cc1 (configuration not stated)	1	8	-2	-5	1	96	104	·	-1	0.98
O=C(O)c1ccc2c(c1)-c1nc3ccccc3n1C2=O	1	5	-4	-1	-2	101	101	0.82	2	1.1
Cc1cc(C)cc(N(CC(=O)NCC2CCCO2)C(=O)CCC(=O)Nc2cc(C)on2)c1 (configuration not stated)	1.1	3	-6	-2	1	101	102	0.07	-1	3.2
COc1ccc2c(c1OC)C(=O)OC2Nc1nc(-c2cc3ccccc3oc2=O)cs1 (configuration not stated)	0.6	24	36	-92	153*	80	182*	·	-153	6.7*
CSc1ccc(/C=C/C(=O)OCC(=O)NC(C)C)cc1	1	0	0	-4	28	101	102	-0.4	-28	0.87
CSc1cccc(NC(=O)COc2ccccc2C)c1	0.9	15	8	-2	20	92	99	-0.14	-20	1.1
CCOc1ccc(C(=O)NC(=S)N2CCN(c3ccc(C(F)(F)F)cc3[N+](=O)[O-])CC2)cc1	1	0	-2	1	-15	100	99	0.52	15	1.1
CC(=O)c1ccc(NC(=O)c2ccc(NC(=O)CCS(=O)(=O)c3cccs3)cc2)cc1	1	-11	-2	-64	-10	116	157*	·	10	1.1
NS(=O)(=O)c1ccc(CCNC(=O)CSc2ccc3ccccc3c2)cc1	1	8	-5	2	9	95	96	0.35	-9	1.2
CCOc1ccc(CCNC(=O)c2ccc(C)c(N3CCCC3=O)c2)cc1OCC	1	-4	-5	11	-1	108	91	0.43	1	1.2
COc1ccccc1NC(=O)CN1C(=O)C(C)SC(C)C1=O (configuration not stated)	1.1	6	-6	1	-4	97	99	·	4	1.4

Reformatted in CSV form: part of the list above.
structure,FLuc stim CS,STAT3 blocker,FLuc inhib CS,STAT1 inh,APP 5'UTR act,STAT3 act,STAT1 act,ROMK primary,APP 5UTR inh,NF-kB expr up
O=C(O)c1ccc2c(c1)-c1nc3ccccc3n1C2=O,1,5,-4,-1,-2,101,101,0.82,2,1.1
CCOc1ccc(CCNC(=O)c2ccc(C)c(N3CCCC3=O)c2)cc1OCC,1,-4,-5,11,-1,108,91,0.43,1,1.2

The list continues.
SMILES	FLuc stim CS	STAT3 blocker	FLuc inhib CS	STAT1 inh	APP 5'UTR act	STAT3 act	STAT1 act	ROMK primary	APP 5UTR inh	NF-kB expr up
COCCNC(=O)CN1CCN(C(c2ccccc2)c2ccccc2)CC1	1	3	-4	0	0	101	100	·	0	1
CCOc1ccc(CCNC(=O)c2[nH]c(C)c(C(C)=O)c2CC)cc1OCC	1.1	23	-6	10	1	89	90	0.58	-1	0.96
Cc1cc(C2=NNC(=NCc3ccccc3)SC2)c(C)n1-c1c(C)n(C)n(-c2ccccc2)c1=O	1.1	5	-6	-6	6	100	105	·	-6	1
CC(=O)OC1c2ccccc2C(=O)N1Cc1ccccc1 (configuration not stated)	1	19	0	6	-16	91	94	·	16	1.1
Cc1nnc(SCC(=O)N2CCCCCC2)n(N)c1=O	1	1	3	3	4	103	97	0.44	-4	1.1
COc1ccc(OCC(=O)Nc2cc(C)c(Cl)cc2OC)c([N+](=O)[O-])c1	1	0	-3	-7	51	100	106	0.67	-51	1.5
CCN(CC)S(=O)(=O)c1ccc(O)c(NS(=O)(=O)c2ccccc2F)c1	1.1	0	-8	-6	0	100	106	0.49	0	0.98
CCCC(=O)Nc1ccc(C(=O)NCc2ccccc2Cl)cc1	1.1	12	-5	2	·	95	99	·	·	1.4
O=C(c1cc2ccccn2n1)N1CCN(Cc2ccccc2)CC1	0.9	·	6	·	4	·	·	·	-4	1.3
O=C(N(c1ccccn1)c1ccccn1)C12CC3CC(CC(C3)C1)C2	1	2	0	-2	-9	100	100	-0.15	9	1.1
O=C(O)C1CCCNC1 (configuration not stated)	1	-1	-5	5	-3	103	95	·	3	1.2
CC(C)(C)C(=O)Nc1ccc(C(=O)N/N=C/C2CC3C=CC2C3)cc1 (configuration not stated)	1	-1	0	-4	-4	105	104	0.027	4	0.97
O=C(CCn1cnc2ccccc2c1=O)Nc1cccc(Cl)c1Cl	1	6	-2	1	1	102	98	-0.52	-1	1.1
O=C(CCc1ccccc1)Nc1cccc(NC(=O)CCc2ccccc2)c1	1	5	-2	4	-12	101	96	-0.41	12	0.82
COC(=O)C1=C(C)Nc2c(c(=O)n(C)c(=O)n2C)C1c1ccncc1 (configuration not stated)	1	1	2	4	9	101	96	-0.0077	-8	1.1
C=CCN(c1ccccc1)S(=O)(=O)c1cc(C(=O)NC2=NCCS2)ccc1Cl	1	4	2	13	-7	98	87	-0.2	7	1
CC(=O)c1cccc(NC(=O)c2cc(Cl)sc2Cl)c1	1	8	0	0	5	89	100	·	-5	1.6
CCOC(=O)c1c(CSc2ccc(C)cc2)n(C)c2cc(Br)c(O)c(CN(C)C)c12	1	-1	-4	9	6	105	91	·	-6	·
COc1ccc2oc(C(=O)OCC(=O)NC(=O)NC(C)C)c(C)c2c1	1	9	-4	0	2	93	100	-0.55	-2	1.1
Fc1ccc(-c2cc(-c3ccccc3)nc(-n3cccn3)n2)cc1	1	24	-4	-2	-5	82	100	-0.81	5	0.67
COC(=O)/C=c1\sc2ncnn2c1=O	1.1	1	-6	9	22	102	92	0.72	-22	0.97
Nc1nc(SCC(=O)c2cccs2)n[nH]1	1	-5	-4	1	11	107	99	-0.26	-11	1.1
CCOC(=O)CS(=O)(=O)c1ccc(C(F)(F)F)cn1	1	1	-5	-1	11	104	101	·	-11	1.1
Cc1ccc(CNC(=O)C2CCCN(S(=O)(=O)c3cnc[nH]3)C2)cc1 (configuration not stated)	1	8	-1	6	-9	98	95	·	10	1.1

Entries above marked active in NF-kB expr up:
| Structure | STAT1 inh | APP 5'UTR act | STAT3 act | STAT1 act | ROMK primary | APP 5UTR inh | NF-kB expr up |
| --- | --- | --- | --- | --- | --- | --- | --- |
| COc1ccc2c(c1OC)C(=O)OC2Nc1nc(-c2cc3ccccc3oc2=O)cs1 (configuration not stated) | -92 | 153* | 80 | 182* | · | -153 | 6.7* |

(more compounds)
SMILES	FLuc stim CS	STAT3 blocker	FLuc inhib CS	STAT1 inh	APP 5'UTR act	STAT3 act	STAT1 act	ROMK primary	APP 5UTR inh	NF-kB expr up
CCN(CC)C(=O)CN(C#N)c1nc(OC)nc(N(C)C)n1	1	-7	1	11	6	109	91	-0.27	-6	1.1
CC(C)(C)OC(=O)N1CCC[C@H]1c1nnc(SCc2c(Cl)cccc2Cl)o1	1.1	0	-8	10	9	106	91	-0.24	-9	0.94
O=C(NC1CCCCC1)c1sc(N2CCOCC2)nc1-c1ccccc1	1	2	-3	11	-7	101	90	·	7	1.1
CCCC1C2C(=O)N(c3ccccc3OC)C(=O)C2ON1c1ccccc1 (configuration not stated)	1.1	3	-6	4	12	98	97	-0.032	-12	1.3
O=C(NCCN1CCOCC1)C(=O)NCC1CCCO1 (configuration not stated)	1	4	-3	0	-4	99	100	·	4	1.1
O=c1c(Br)c(NCc2ccccc2)cnn1-c1ccc(F)cc1	1.1	-10	-9	-34	21	120	129*	-0.14	-21	1.9
CCN(CC)c1ccc(C=NCCc2ccc(S(N)(=O)=O)cc2)cc1	1	2	1	-1	11	105	101	0.061	-11	0.97
Cc1[nH]c2ccccc2c1NC(=O)CN1CCN(Cc2ccc3c(c2)OCO3)CC1	1.1	-32	-6	6	6	133	94	·	-6	0.98
CCOC(=O)c1cc2cc(OC)ccc2nc1C	1	20	-1	-4	7	86	103	·	-7	1.2
COC(=O)c1ccc(NC(=O)C2CCN(C(=O)c3cc(OC)c(OC)c(OC)c3)CC2)cc1	1	-2	1	-2	-3	101	102	0.39	4	0.97
CCc1nc2oc3ccccc3c(=O)c2c(=O)n1CCOC	1.1	2	-6	3	-2	105	97	-0.055	2	0.89
O=C(NNC(=O)c1oc2ccccc2c1-n1cccc1)c1ccco1	1	3	-5	1	-2	102	97	0.46	2	0.96
CC(C)NS(=O)(=O)c1ccc(NC(=O)NC2CCCCC2)cc1	1	-15	-4	-7	9	113	106	·	-9	0.98
Cc1ccc(NC(=O)c2ccc3c(c2)nnn3C)cc1	1	23	-1	-17	45	86	115	0.26	-44	1.9
O=C(C(c1ccccc1)c1ccccc1)N1CCOCC1	1	7	2	-3	1	101	102	-0.37	-1	1.6
COc1cccc(N2CCN(CC(=O)NC(=O)NCc3ccco3)CC2)c1	1.1	1	-6	-2	10	107	100	2.3	-10	1.2
COc1ccc(-c2nc(NC(=O)C3CC(=O)N(c4ccc5c(c4)OCCO5)C3)sc2C)cc1 (configuration not stated)	1	14	-3	5	6	90	96	1.5	-6	1
Cc1cc(=O)n2nc(N3CCCC(C(=O)NCc4ccc5c(c4)OCO5)C3)sc2n1 (configuration not stated)	1.1	0	-5	2	-2	104	99	-0.36	2	0.95
COc1ccccc1-n1c(CNC(=O)c2ccccc2)nnc1SCC(=O)Nc1nnc(C)s1	1	·	2	1	12	·	98	·	-12	1
Cc1ccc(-n2c(N)c(C(=O)N3CCN(C)CC3)sc2=S)cc1	1.1	6	-8	3	-14	98	98	-0.45	14	0.99
CCOC(=O)N1CCN(c2cc(NCCO)c([N+](=O)[O-])c3nonc23)CC1	1.1	4	-6	2	7	101	98	1.1	-7	1.1
CCn1c(=O)c(C(=O)NCCCO)c(O)c2ccccc21	1.1	4	-6	12	1	100	89	-0.79	-2	1.1
CC(C)OC(=O)c1c(NC(=O)c2cccs2)sc2c1CCCC2	1	0	-4	0	-9	106	99	0.14	9	1.4
